# Assay outcomes: PubChem BioAssay, National Center for Advancing Translational Sciences (NCATS)
# TrxR1 substrate: is turned over as a substrate by rat TrxR1; O89049; purified TrxR1 substrate turnover, NADPH consumption readout; Potency, µM (titrated, usually from 114 µM), without a hit: top-dose activity change, negative = substrate turnover; hit rate 0.01% among 390,000; further: potency means the concentration at half of the fitted maximal effect; on the % scale 0 is the no-effect control and ±100 the full control effect; nearly all actives have a fitted effect of over 50% in size
# Target sequence (O89049 whole entry, looked up): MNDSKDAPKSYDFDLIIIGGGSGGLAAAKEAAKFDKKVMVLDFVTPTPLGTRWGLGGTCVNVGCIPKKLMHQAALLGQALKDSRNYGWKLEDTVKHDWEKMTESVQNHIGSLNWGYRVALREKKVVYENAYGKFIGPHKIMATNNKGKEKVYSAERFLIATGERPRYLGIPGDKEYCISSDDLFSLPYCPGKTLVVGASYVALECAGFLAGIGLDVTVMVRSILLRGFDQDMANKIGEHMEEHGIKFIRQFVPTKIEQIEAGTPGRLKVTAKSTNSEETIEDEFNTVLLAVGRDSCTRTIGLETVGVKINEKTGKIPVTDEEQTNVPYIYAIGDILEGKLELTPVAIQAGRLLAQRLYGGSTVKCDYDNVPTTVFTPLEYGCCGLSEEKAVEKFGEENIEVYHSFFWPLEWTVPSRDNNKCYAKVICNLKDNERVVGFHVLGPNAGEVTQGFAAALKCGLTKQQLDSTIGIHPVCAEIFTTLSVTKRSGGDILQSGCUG
#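 Rat TrxR1, dispensed at 90 nM, was prereduced with 400 uM NADPH (final) for 5 min at ~22 deg C, then incubated with compound 15 min before 400 uM selenite. A first-read NADPH fluorescence drop versus no-compound background flagged substrates.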
# TRHR ag: TRH receptor (human) agonism | P34981 | TRHR cells, calcium flux fluo-8, FDSS agonist mode | activation, % at 2 µM | hit rate 0.18% among 360,000 | AID 493084; in the data active means activation above about 30%; further: 0% is about no effect
#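 Fluo-8-loaded TRHR cells; 10 s baseline, compound added, kinetic Ca2+ fluorescence read 1/s, agonist mode.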
# rTrxR1 inhibitor: inhibitors of rat thioredoxin reductase 1; AID 588453; O89049; Potency, µM (top dose mostly 114 µM), for inactives: at the top dose activity change, negative = inhibition, most hits filed as inhibitors; hit rate 1% among 390,000; recombinant rTrxR1, NADPH fluorescence consumption, selenite substrate; further: potency means the concentration at half of the fitted maximal effect; on the % scale 0 is the no-effect control and ±100 the full control effect; nearly all actives have a fitted effect of over 65% in size
#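 Rat TrxR1 (90 nM in the dispensed reagent) was pre-reduced with 400 uM NADPH for 5 min at room temperature, then incubated with compound for 15 min. After 400 uM selenite was added, NADPH fluorescence (Ex 340/Em 450 nm) was followed for 8 min.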
# Pin1 inhibitor: blocks the human prolyl isomerase Pin1. hit rate 0.009% among 390,000. Q13526. Potency, µM (highest dose often 115 µM), for inactives: top-dose activity, negative = inhibition, hits mostly inhibitors. Pin1 FP peptide displacement, HiFluor488, 10 min; active means well fitted inhibition curve with a large enough effect in the polarisation, with a control signal flat, not every such curve was filed as active; inconclusive means small, poorly fitted or top-dose-only effect, or effect the other way, or a change in a side signal; inactive means no such curve, though single readings can be large or run the other way; the % refers to the polarisation; further: potency means the concentration at half of the fitted maximal effect; on the % scale 0 is the no-effect control and ±100 the full control effect
# Target sequence (Q13526 whole entry, looked up): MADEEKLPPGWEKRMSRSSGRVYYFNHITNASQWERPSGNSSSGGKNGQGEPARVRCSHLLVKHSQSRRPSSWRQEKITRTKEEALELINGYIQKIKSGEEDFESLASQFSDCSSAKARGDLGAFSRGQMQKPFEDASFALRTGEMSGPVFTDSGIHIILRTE
# D2 antagonist: D2 dopamine receptor (human) antagonism. P14416. HEK293 TREx D2 cells, calcium flux, dopamine EC80. inhibition, % at 10 µM. hit rate 2% among 340,000; in the data active means inhibition above about 30%; further: 0% is about no effect
# Target sequence (P14416 whole entry, looked up): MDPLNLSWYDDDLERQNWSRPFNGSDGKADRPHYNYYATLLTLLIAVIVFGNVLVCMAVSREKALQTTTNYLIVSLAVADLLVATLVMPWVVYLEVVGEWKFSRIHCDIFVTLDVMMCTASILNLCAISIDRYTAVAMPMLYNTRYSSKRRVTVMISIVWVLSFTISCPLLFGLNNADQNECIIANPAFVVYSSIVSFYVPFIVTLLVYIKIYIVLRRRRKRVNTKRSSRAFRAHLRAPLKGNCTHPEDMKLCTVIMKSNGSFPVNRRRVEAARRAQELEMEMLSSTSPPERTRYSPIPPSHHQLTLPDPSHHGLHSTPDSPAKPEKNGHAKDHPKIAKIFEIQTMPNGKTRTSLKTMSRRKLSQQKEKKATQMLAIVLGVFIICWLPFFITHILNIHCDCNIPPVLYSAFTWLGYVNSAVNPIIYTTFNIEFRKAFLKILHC
#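 Measurement of antagonist activity uses fluorescent calcium dye in inducible HEK293 T-REx D2 cells: 10 s baseline, compound addition with 180 s read, EC80 dopamine addition with a further 180 s read.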
# mIDH1 inhibitor: blocks human mutant IDH1 R132H enzyme; IDH1-R132H enzyme, NADPH consumption, diaphorase/resazurin fluorescence; hit rate 0.093% among 390,000; Potency, µM (titrated, usually from 76.6 µM), inactives show top-dose activity change, negative = inhibition, most hits filed as inhibitors; AID 602179; further: potency means the concentration at half of the fitted maximal effect; on the % scale 0 is the no-effect control and ±100 the full control effect; nearly all actives have a fitted effect of over 65% in size
#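 IDH1-R132H (0.5 ug/mL dispensed) in pH 7.5 Tris buffer was preincubated 30 min with compound, then given a substrate mix of 0.016 mM NADPH and 2 mM alpha-KG for 80 min at room temperature; remaining NADPH was read by diaphorase/resazurin fluorescence.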
# D2 ag: agonists of human D2 dopamine receptor; P14416; HEK293 T-REx D2 cells, calcium flux agonist mode; activation, % at 2 µM; hit rate 0.53% among 340,000; AID 485358;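 active means activation over 3 SD above normal in the single-dose calcium agonist read, cut at about 30% in these data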; further: 0% is about no effect
#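 Agonism is scored from calcium flux in a force-coupled, inducible HEK293 cell line expressing D2, read kinetically for 180 s after compound addition against dopamine controls.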
# TRHR enhancer: allosteric enhancers of human TRH receptor; enhancement, % at 2 µM; P34981; hit rate 0.66% among 360,000; TRHR cells, fluo-8 calcium fluorescence, EC20 TRH enhancement; in the data active means enhancement above about 30%; further: 0% is about no effect
#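 Enhancer read-out: after compound pinning and an initial kinetic agonist-mode read, an EC20 of TRH (10 nM final) was injected and fluo-8 calcium signal (Ex 480/Em 530) followed at 1 s/cycle for 100 cycles in TRHR-expressing cells.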
# USP1 inh: inhibitors of human USP1/UAF1 deubiquitinase. O94782. recombinant USP1/UAF1, Ub-Rhodamine cleavage fluorescence. Potency, µM (top dose mostly 57.1 µM), for the others: at the top dose activity change, negative = inhibition, usual class: inhibitors. hit rate 0.23% among 390,000. AID 743255; further: potency means the concentration at half of the fitted maximal effect; on the % scale 0 is the no-effect control and ±100 the full control effect; nearly all actives have a fitted effect of over 60% in size; inactives centre near -12
#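 USP1/UAF1 complex at 1 nM was preincubated with compound for 15 min at room temperature, then Ub-Rho substrate (150nM final) was added. Fluorescence (480/540 nm) was read kinetically, 6 reads every 60 seconds.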
# Starred values were filed as active, the others as inactive; ? = inconclusive; · = no result given; & = joins results of further samples; [ ] = another dose, or the depositor's remark. Unless noted, the call rests on the fitted dose curve; in most records, active means well fitted inhibition curve with a large enough effect; inconclusive means small, poorly fitted or top-dose-only effect; inactive means no such curve, though single readings can be large or run the other way.
SMILES,TrxR1 substrate,TRHR ag,rTrxR1 inhibitor,Pin1 inhibitor,D2 antagonist,mIDH1 inhibitor,D2 ag,TRHR enhancer,USP1 inh
CCOC(=O)c1c(-c2ccccc2)csc1NC(=O)/C(C#N)=C/c1ccc(OC)c(OC)c1,-14%,0.7,-9%,?,7,-2%,0.4,4,-7%
Cc1ccc(-c2nn(-c3cccc(F)c3)cc2CNCCc2ccncc2)o1,21%,-0.2,-6%,36%[activator],-17,0%,0.5,-5,-11%
Cc1cc(C)nc(N2CCN(c3ncnc4c3oc3ccccc34)CC2)n1,·,0.9,·,·,-8,·,0.0,-10,·
CCOC(=O)C(C)Oc1cccc2c(=O)n(CC(=O)NCCc3ccc(OC)c(OC)c3)ccc12 (stereo not given),7%[57.1 µM],-0.9,7%[57.1 µM],1%,·,-4%,·,1,-23%
NC(=O)c1ccc(NC(=O)Cc2cccs2)cc1,2%,1.2,5%,4%,-7,4%,-0.7,3,-11%
COc1ccc(-c2[nH]ncc2/C=N\NS(=O)(=O)c2ccccc2)cc1OC,10%[57.1 µM],0.1,-11%,5%,13,9%,0.4,14,-15%
CN1CCc2c(C#N)c(N3CCCCC3)nc(NCc3ccccc3)c2C1,9%,1.5,4%,-7%,12,4%,-1.2,-3,-14%
COc1ccc2nc(SCC(=O)Nc3ccc4[nH]c(=O)[nH]c4c3)[nH]c2c1,5%,0.5,19%,-1%,8,14%,0.2,6,-5%
Cc1[nH]c2ccccc2c1C(=O)CN1CCC(C)CC1,-4%,0.4,35µM*,1%,6,-1%,1.1,-3,-23%
O=C(Cc1csc(N2CCOCC2)n1)N/N=C/c1ccc(F)cc1,1%[57.1 µM],-0.1,2%[57.1 µM],0%,-3,-2%,0.5,15,-8%
CCCc1nn2c(=O)cc(COC(=O)c3ccc4c(c3)OCO4)nc2s1,1%[57.1 µM],0.3,19%[57.1 µM],-2%,·,-3%,-0.7,-1,-7%
CCc1ccc(CNC(=O)Cn2nc(-c3ccc(C)cc3)ccc2=O)cc1,5%[57.1 µM],0.1&-0.3,24%[57.1 µM],30%[activator],-6,4%,-0.6&-0.5,-12&-8,27%

# Nine entries from above, with bars between the fields:
SMILES | TrxR1 substrate | TRHR ag | rTrxR1 inhibitor | Pin1 inhibitor | D2 antagonist | mIDH1 inhibitor | D2 ag | TRHR enhancer | USP1 inh
CCOC(=O)c1c(-c2ccccc2)csc1NC(=O)/C(C#N)=C/c1ccc(OC)c(OC)c1 | -14% | 0.7 | -9% | ? | 7 | -2% | 0.4 | 4 | -7%
Cc1ccc(-c2nn(-c3cccc(F)c3)cc2CNCCc2ccncc2)o1 | 21% | -0.2 | -6% | 36%[activator] | -17 | 0% | 0.5 | -5 | -11%
Cc1cc(C)nc(N2CCN(c3ncnc4c3oc3ccccc34)CC2)n1 | · | 0.9 | · | · | -8 | · | 0.0 | -10 | ·
CCOC(=O)C(C)Oc1cccc2c(=O)n(CC(=O)NCCc3ccc(OC)c(OC)c3)ccc12 (stereo not given) | 7%[57.1 µM] | -0.9 | 7%[57.1 µM] | 1% | · | -4% | · | 1 | -23%
NC(=O)c1ccc(NC(=O)Cc2cccs2)cc1 | 2% | 1.2 | 5% | 4% | -7 | 4% | -0.7 | 3 | -11%
COc1ccc(-c2[nH]ncc2/C=N\NS(=O)(=O)c2ccccc2)cc1OC | 10%[57.1 µM] | 0.1 | -11% | 5% | 13 | 9% | 0.4 | 14 | -15%
CN1CCc2c(C#N)c(N3CCCCC3)nc(NCc3ccccc3)c2C1 | 9% | 1.5 | 4% | -7% | 12 | 4% | -1.2 | -3 | -14%
COc1ccc2nc(SCC(=O)Nc3ccc4[nH]c(=O)[nH]c4c3)[nH]c2c1 | 5% | 0.5 | 19% | -1% | 8 | 14% | 0.2 | 6 | -5%
Cc1[nH]c2ccccc2c1C(=O)CN1CCC(C)CC1 | -4% | 0.4 | 35µM* | 1% | 6 | -1% | 1.1 | -3 | -23%

# Next section.
SMILES,TrxR1 substrate,TRHR ag,rTrxR1 inhibitor,Pin1 inhibitor,D2 antagonist,mIDH1 inhibitor,D2 ag,TRHR enhancer,USP1 inh
CC(=O)c1c(C)[nH]c(C(=O)OCC(=O)NCc2cccs2)c1C,-11%,1.6,-10%,0%,-5,2%,0.5,1,-8%
OC(Cn1cncn1)c1ccc(Cl)cc1Cl (stereo not given),-10%,0.6,-6%,-2%,-8,2%,-0.6,8,-15%
Cc1ccccc1C1C(C#N)=C2N=C(N)c3ccccc3N2C2=C1C(=O)CCC2 (stereo not given),-5%,-0.3,4%,0%,-19,-4%,-1.2,0,-22%
O=C(OCC(=O)N1CCc2ccccc21)c1ccc[n+]([O-])c1,0%,0.4,4%,-2%,·,1%,·,-3,-24%
CC(Cc1cccnc1)NC(=O)c1cc(COc2ccc(F)cc2F)on1 (stereo not given),-2%,-2.8,-5%,-6%,10,6%,-2.9,-4,-6%
CCCCCCCCOC(=O)C1=C(C)Nc2nnnn2C1c1cccs1 (stereo not given),6%[57.1 µM],0.5,28%[57.1 µM],?,2,6%,-0.1,2,-26%
O=C(O)c1cccnc1SC1CC(=O)N(CCc2ccccc2)C1=O (stereo not given),1%,0.3,8%,-1%,13,7%,0.1,1,-5%
O=C(c1ccc(S(=O)(=O)Nc2ccccc2)cc1)N1CCCC(C(F)(F)F)C1 (stereo not given),-7%,5.7,1%,2%,-4,-6%,5.3,0,-5%
COc1ccc(C2(C)NC(=O)N(CC(=O)NC3CCCC3)C2=O)cc1OC (stereo not given),1%,1.2,16%,9%,28,0%,0.4,-7,-1%
Cc1ccc(C(C(=O)NC(C)(C)C)N(Cc2cccs2)C(=O)c2ccc3c(c2)OCCO3)cc1 (stereo not given),-20%[57.1 µM],-0.7,8%[57.1 µM],3%,-13,0%,-0.2,-8,-12%
O=C(O)C1C2C=CC(C3CC23)C1C(=O)NCCc1ccccc1 (stereo not given),-2%,0.9,-8%,-9%,5,11%,32*,7,-12%
Cc1oc2cc(O)cc(O)c2c(=O)c1-c1ccc2c(c1)OCCCO2,-2%,-0.5,7%,7%,13,9%,-1.0,-5,?
Cc1nnc(SCC(=O)NCc2ccccc2Cl)[nH]c1=O,6%,0.2,31%,-4%,·,-11%,·,7,-13%
COc1ccc(NC(=O)Cn2c(=O)n(Cc3ccco3)c(=O)c3sc4ccccc4c32)c(OC)c1,-3%,0.2,-11%,21%,·,2%,0.2,-1,-16%
O=C(N/N=C\c1cccc([N+](=O)[O-])c1O)C1COc2ccccc2O1 (stereo not given),-17%,-0.6,-21%,-8%,-2,0%,-1.1,-3,0%
Cc1cc(S(=O)(=O)N2CCOCC2)ccc1OCC(=O)Nc1ccc(F)cc1,13%[0.0914 µM],0.0,29%[57.1 µM],-3%,-5,14%,-0.5,0,-7%
NC(=O)Cn1cc(/C=N\NS(=O)(=O)c2ccc(Cl)cc2)c2ccccc21,-7%,0.0,-4%,-4%,-3,-1%,0.5,-2,-21%
O=C(Nc1ccc(F)cc1)c1cccnn1,-1%,-0.2,21%,-9%,5,5%,-0.9,-3,-5%
CSc1n[nH]c(NC2=CC(=O)CCC2)n1,-7%,1.6,14%,-2%,-10,13%,-0.1,7,-6%
COC(=O)C(NC(=O)c1cccnc1Cl)C(C)C (stereo not given),-1%,0.3,12%,2%,·,6%,·,-1,2%
Cc1ccc(NC(=O)Nc2nnc(SCC(=O)N(C(C)C)C(C)C)s2)cc1,0%[57.1 µM],0.4,0%[57.1 µM],-1%,·,-1%,·,6,12%
O=C(N/N=C\c1cccnc1)c1cc(-c2ccc(Cl)s2)[nH]n1,-6%,0.0,12%,?,-23,2%,1.4,-1,-17%
COCCn1c(SCC(=O)N2CCCCCC2)nc2c([nH]c3ccccc32)c1=O,10%,-0.4,5%,-3%,-2,8%,-0.5,-2,-16%
CC(=O)Nc1ccccc1N(C)S(=O)(=O)c1ccc(C)cc1,7%,-1.0,16%,-1%,-9,5%,-0.8,1,-12%
CCCC(=O)N1CCC(Cc2ccccc2)CC1,-1%,-1.0,11%,-9%,1,1%,-0.2,-9,-4%
COc1ccccc1OCCOc1ccc(/C=C2\C(=N)N3N=C(C)SC3=NC2=O)cc1,4%[57.1 µM],0.1,-2%[57.1 µM],-2%,17,0%,0.2,-8,-19%
COc1cc(NC(=O)C2CC(c3cccc(Br)c3)=NO2)cc(OC)c1OC (stereo not given),-7%[57.1 µM],-0.9,9%[57.1 µM],-15%,1,10%,-1.9,-13,-18%
CC1CCCN(S(=O)(=O)c2csc(C(N)=O)c2)C1 (stereo not given),-4%,0.5,16%,0%,-22,-8%,0.5,1,-9%
COc1ccc(CN(C(=O)c2cccc(OC)c2)C2CCS(=O)(=O)C2)cc1 (stereo not given),6%,-0.3,20%,3%,7,1%,-0.2,0,-22%
CSCCC(NS(=O)(=O)c1ccc(C)cc1)C(=O)Nc1ccc(C)cn1 (stereo not given),3%,-0.1,28%,1%,5,6%,-0.8,12,3%
Cc1noc(/C=C/N(C)C)c1S(=O)(=O)N1CCN(c2ccccc2)CC1,-3%[57.1 µM],0.2,7%[57.1 µM],23%,-1,15%,-0.6,-1,-20%
CC(=O)c1sc2nc(C)cc(C)c2c1N,56%[activator],0.0,-11%,12%,-21,3%,0.5,1,-10%
Cc1cccc(C)c1NC(=O)C(c1ccccc1)N1CC(=O)Nc2ccccc21 (stereo not given),7%,0.2,19%,-11%,-13,4%,-0.2,0,?
O=C(Nc1ccc(SC(F)F)cc1)c1ccccc1F,-5%,0.2,6%[57.1 µM],-1%,-10,3%,-0.2,4,-10%
Cc1ccc(NC(=O)c2nc[nH]c2C(=O)N[C@@H](C)C(=O)OC(C)(C)C)cc1,-10%,0.0,-5%,-2%,0,14%,0.1,1,?
CC(c1ccccn1)C(C)(O)C(C)c1ccccn1 (stereo not given),6%[57.1 µM],·,8%[57.1 µM],-3%,·,6%,·,·,-12%
O=C(O)CCC(=O)N1N=C(c2ccccc2)CC1c1cccs1 (stereo not given),-3%,0.2,1%,4%,1,0%,0.6,0,-19%

# Not all compounds are listed; count on the stated rates, not on these rows.
